PvdQ inh = P. aeruginosa PvdQ acylase inhibition; inhibition, % at 10 µM; 340,000 compounds, 0.063% hits; purified PvdQ acylase, fluorescence plate reader; in the data active = inhibition above about 30%, passing the limit was not always enough;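 also: 0% = vehicle neutral wells and 100% = reference inhibitor wells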
V-ATPase pHluor = alters yeast V-ATPase proton transport; response, % at 10 µM; 350,000 compounds, 0.37% hits; AID 504577; S. cerevisiae, pHLuorin cytosolic pH fluorescence; in the data active = response mostly above about 7.3%, no sharp cut-off; inactive = mostly below about 5.4%; also: actives read high; inactives centre near 0; some compounds called inactive have numbers as strong as hits; reference of the scale not given here
Wnt bcat act = activators of Wnt/beta-catenin signaling; Wnt/beta-catenin reporter cell assay, activator, plate reader; activation, % at 9.35 µM; 300,000 compounds, 1.2% hits; in the data active = activation above about 30%, passing the limit was not always enough;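 also: 0% = neutral control wells and 100% = positive control wells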
CDK5 p35 inh = inhibitors of human CDK5/p35 kinase; 330,000 compounds, 0.01% hits; Recombinant CDK5/p35, ADP-Glo luminescence, 60 min; inhibition, % at 10 µM;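 active = highest replicate inhibition of at least 50% and at least 75% of replicates reaching 50%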;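 also: plate controls were DMSO neutral control for no effect and GW8510 at 10 µM for full effect; many of its hits are not listed in these tables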
HTR5A ag = HTR5A agonism, opioid heterodimer counter-screen. activation, % at 9.3 µM. HTR5A agonist assay, luminescence, cell-based. P47898. 340,000 compounds, 0.61% hits; in the data active = activation mostly above about 9.5%, no sharp cut-off; inactive = mostly below about 7.6%;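 also: 0% = cells with vehicle only and 100% = reference agonist; strong numbers were not always called active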
SR-BI DiI inh = blocks mouse SR-BI lipid uptake from DiI-HDL; Q61009; ldlA[mSR-BI] CHO cells, DiI-HDL uptake fluorescence, 3 h; inhibition, % at 12.5 µM; 320,000 compounds, 0.96% hits; AID 488896;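 active = mean replicate inhibition of at least 70% and a set share of replicates each scoring 70 or more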;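 also: 0% = median of neutral control wells and 100% = median of positive control wells; values of inactives mirror those of a sister screen read the other way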
Target sequence (Q61009 whole entry, looked up): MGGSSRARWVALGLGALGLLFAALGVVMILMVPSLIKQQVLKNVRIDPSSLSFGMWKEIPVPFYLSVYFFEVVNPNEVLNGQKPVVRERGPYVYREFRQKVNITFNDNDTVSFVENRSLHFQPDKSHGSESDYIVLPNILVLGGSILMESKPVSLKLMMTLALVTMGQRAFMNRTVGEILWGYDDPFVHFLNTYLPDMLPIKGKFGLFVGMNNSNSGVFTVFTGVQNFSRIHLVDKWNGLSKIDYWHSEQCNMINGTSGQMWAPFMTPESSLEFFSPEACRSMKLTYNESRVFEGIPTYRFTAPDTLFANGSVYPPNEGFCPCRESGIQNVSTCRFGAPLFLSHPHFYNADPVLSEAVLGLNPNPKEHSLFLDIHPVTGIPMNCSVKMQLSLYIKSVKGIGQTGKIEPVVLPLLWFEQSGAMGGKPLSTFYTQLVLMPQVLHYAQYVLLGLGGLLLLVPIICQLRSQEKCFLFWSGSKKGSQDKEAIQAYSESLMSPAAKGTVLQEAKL
dFosB activator = enhances mouse delta FosB homodimer DNA binding; purified delta FosB, TAMRA-CDK5 oligo fluorescence polarization; percent of positive-control signal above neutral wells; activation, % at 25 µM; 340,000 compounds, 0.99% hits; AID 493131;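 active = mean activation above about 17%, with every replicate also reaching it, limit read from the data, passing the limit was not always enough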;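 also: fluorescence polarization rise as delta FosB binds a TAMRA Cdk5 AP-1 oligo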
Target sequence (P13346 whole entry, looked up): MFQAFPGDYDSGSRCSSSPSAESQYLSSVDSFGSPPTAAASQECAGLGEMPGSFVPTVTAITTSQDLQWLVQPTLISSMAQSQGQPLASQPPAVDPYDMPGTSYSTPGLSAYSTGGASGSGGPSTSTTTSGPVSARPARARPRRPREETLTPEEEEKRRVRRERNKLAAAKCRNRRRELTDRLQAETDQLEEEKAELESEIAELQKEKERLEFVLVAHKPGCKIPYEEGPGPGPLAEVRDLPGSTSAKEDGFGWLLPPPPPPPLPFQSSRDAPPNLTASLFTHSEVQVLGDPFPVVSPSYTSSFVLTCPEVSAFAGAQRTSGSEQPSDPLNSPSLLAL
NSD2 inh = inhibitors of human histone methyltransferase NSD2; O96028; NSD2 peptide methylation, AlphaScreen, 120 min; inhibition, % at 12.5 µM; 310,000 compounds, 0.54% hits; AID 743445; in the data active = inhibition above about 50%
MITF act = increases MITF-driven TRPM1 promoter luciferase signal; SK-MEL-5 TRPM1-promoter luciferase, 24 h; % of positive control, neutral wells = 0; activation, % at 12.5 µM; 300,000 compounds, 0.75% hits;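 active = mean activation of at least 80% with every replicate also reaching 80%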;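 also: 0% = neutral control wells and 100% = parthenolide positive control wells; values of inactives mirror those of a sister screen read the other way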
HTR5A inv ctr = inverse agonist of human HTR5A in OPRM1-OPRD1 counter-screen. P47898. HTR5A cell line, luminescence, inverse agonism. inhibition, % at 9.3 µM. 340,000 compounds, 0.083% hits. AID 504634; in the data active = inhibition mostly above about 23%, no sharp cut-off; inactive = mostly below about 18%;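 also: 0% = cells with DMSO and 100% = no-cell wells with DMSO; some compounds called inactive have numbers as strong as hits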
The depositor's hits bear a star; / = no result given; & = joins results of further samples.

SMILES	PvdQ inh	V-ATPase pHluor	Wnt bcat act	CDK5 p35 inh	HTR5A ag	SR-BI DiI inh	dFosB activator	NSD2 inh	MITF act	HTR5A inv ctr
COc1ccccc1/C=C/C(=O)OCC(=O)NC(=O)NC1CCCC1	6	3	-2	-0.3	0	-6	-4	1	-5	-2
NC(=O)c1ccsc1NC(=O)c1ccc(S(=O)(=O)N2CCCc3ccccc32)cc1	-1	-5	-2	-0.4	1	4	10	/	/	-4
O=C(OCn1cncn1)c1ccc(Cl)cc1Cl	-17	0	/	-1.1	10	-19	-1	0	12	-34
CCN(CC(=O)Nc1ccc2c(c1)OCCO2)C(=O)CSCC(=O)Nc1ccc(C)cc1	-10	6	-1	-1.3	4	11	-8	0	2	7
CCCCNC(=S)Nc1cc([N+](=O)[O-])ccc1C	-6	-3	/	1.3	-2	22	6	/	1	6
CCCc1ccc(-c2c(C)sc(NC(=O)c3ccnn3C)c2C#N)cc1	-3	4	-10	-0.5	0	12	-9	3	-20	-15
COc1cc(NC(=O)CSc2nnc3ccccn23)cc(OC)c1	8	-5	-2	-1.3	-4	-5	0	-1	7	19
CCN1CCN(C(=O)Nc2cccc(C(F)(F)F)c2)CC1	-13	-3	/	0.5	-2	-8	3	7	-8	20
COC(=O)c1ccc(Sc2nnnn2-c2ccccc2)c([N+](=O)[O-])c1	4	5	-16	-0.4	4	-1	7	-1	-52	10
COc1ccc(CCNS(=O)(=O)c2cccs2)cc1	-12	6	/	-0.3	-4	-14	2	2	8	-9
O=C(OCc1nnc(-c2ccc(Br)cc2)o1)c1ccco1	-7	4	3	-0.2	7	-18	-9	-4	6	-18
CC(C)n1c(=O)c2c(O)cc(=O)oc2c2ccccc21	-9	0	/	-3.0	-5	4	-1	0	-18	11
CCOC(=O)C1(S(=O)(=O)c2ccc(Cl)cc2)CCN(Cc2ccccc2)CC1	-14	-1	-9	0.8	2	13	-5	-3	-4	1
COCCNC(=O)Nc1ccc2c(c1)N(C)C(=O)CS2	-10	-4	/	1.7	0	-13	0	5	-3	-1
CC(CNC(=O)c1cccs1)c1ccc([N+](=O)[O-])cc1 (stereo not drawn)	6	-4	-1	2.2	0	9	0	-1	1	-1
O=C(Nc1ccc(C(=O)N2CCCCC2)cc1)c1ccccc1	-6	2	-2	7.8	3	3	-7	/	24	-13
COc1cc2c(C)nc3c(c(C)nn3-c3ccccc3)c2cc1OC	-20	1	-2	0.1	-2	1	-1	-2	14	7
CC1(C)CC(=O)C2=C(C1)N=C1SCCC(=O)N1C2c1ccccc1 (stereo not drawn)	4	-6	-1	-1.8	-6	13	2	0	0	16
O=C(NCCCc1ccncc1)C1CCC(=O)N(CCc2cccc(F)c2)C1 (stereo not drawn)	-19	-2	-2	-3.2	-2	-4	-1	1	11	11
COc1ccc(Cl)cc1-c1nc(SCC(=O)NC2CCS(=O)(=O)C2)n[nH]1 (stereo not drawn)	-21	4	-1	1.6	-2	-4	3	-1	-7	7
CSc1nnc(CNS(=O)(=O)c2ccc(F)cc2)n1C	-12	0	1	-1.4	-1	/	-5	2	3	-11
O=C(Cn1nnc(-c2ccccc2)n1)OC1CCOC1=O (stereo not drawn)	-2	-4	/	-0.8	-2	2	9	0	1	0
CCOc1ccc2[nH]c3nc(SCC(=O)OC(C)C)nnc3c2c1	2	6	-1	1.3	0	-2	5	0	/	-1
Cc1cc(C)nc(Sc2nc(C)nc3c2oc2ccccc23)n1	-7	-1	/	-0.1	4	14	-5	0	2	-1
Cc1ccsc1C(=O)Nc1ccc2c(c1)OCCO2	10	4	/	6.6	4	-13	-2	0	31	-14
CCCC(=O)Nc1ccc(NC(=O)c2ccccc2Cl)nc1	-19	0	9	1.0	3	16	0	-6	16	-10
CC(C)c1ccc(S(=O)(=O)N2CCN(C(=O)C3CCCC3)CC2)cc1	-10	-5	-2	-0.8	0	/	-4	/	-16	-1
O=C(COC(=O)CNC(=O)c1ccc(Cl)cc1)Nc1cccc(S(=O)(=O)N2CCCC2)c1	-8	-2	0	-0.8	-2	/	-1	-2	7	-41
CC12CCC(C(=O)N3CCC(Cc4ccccc4)CC3)(C(=O)C1=O)C2(C)C (stereo not drawn)	-5	5	-2	0.4	3	26	-14	-4	4	-10
O=C(NNC1CC(=O)N(c2cccc(Cl)c2)C1=O)c1cccnc1 (stereo not drawn)	1	-6	2	-0.2	-1	-11	0	-2	-1	3
CCSc1nc(-c2ccccc2)nc2c1CCCC2	1	-1	6	0.9	4	35	6	1	14	-10
CC(C)C12CN3CC(C(C)C)(CN(C1)C3c1ccc([N+](=O)[O-])o1)C2=O (stereo not drawn)	0	-2	2	0.3	10	-35	-3	-1	8	-28
S=C(N/N=C/c1ccccc1Cl)Nc1ccccc1	4	-3	5	0.9	1	15	-4	1	26	-1
Cc1c(-c2ccccc2)[n+](=O)c2c(n1[O-])CCCCC2	-12	1	-1	1.0	-2	-4	-3	-1	-9	0
O=C(NCCNCc1ccccc1)c1ccco1	1	-6	-3	0.2	-4	11	-5	3	-7	16
Cc1ccccc1N1CCN(CCCOc2ccc3c(C)cc(=O)oc3c2)CC1	2	-2	/	-2.3	3	13	-4	3	/	-8
CC(C)N(C(=O)COC(=O)c1ccccc1C(=O)N1CCN(c2ccc(F)cc2)CC1)C(C)C	-3	-2	-8	0.2	-4	-10	-4	-3	/	-1
O=[N+]([O-])c1ccccc1OCC(O)CNC1CCCC1 (stereo not drawn)	-2	0	-3	1.1	-2	/	-1	3	14	5
COc1cccc2sc(NNC(=O)COc3ccccc3)nc12	-2	0	-1	0.2	0	-15	8	-2	-1	17
CC1(C)Cc2ccccc2C(NNC(=O)c2ccccn2)=N1	-10	-2	/	0.5	-1	1	4	-3	-14	-16
COc1ccc(-c2cc(C(=O)Nc3nc4c(C)cccc4s3)c3ccccc3n2)cc1OC	-19	-2	/	0.7	3	68	39*	-2	-8	25
CCn1c(N2CCN(C(=S)NC)CC2)nc2ccccc21	29	0	-4	3.5	24*	9	7	-1	-13	-24
CC1=CC(C)(C)NC(=S)N1c1cccc(C)c1	-16&-14	-1&0	-3&0	0.0&0.1	-2&0	-2	-2&-7	-7&-2	10&-3	7&1
CCOC(=O)c1c(NC(=O)c2ccccc2C)sc2c1CC(C)(C)OC2	-11	5	-1	-2.4	-8	/	-13	-3	8	19
Cc1ccc2nc(C)cc(NCCO)c2c1	-11	0	0	-1.1	-8	/	-8	0	3	19
CC1CC1C(=O)OCC(=O)NCc1ccccc1Cl (stereo not drawn)	-13	-3	-2	-0.1	-3	-9	5	-5	5	-7
Cc1ccc2[nH]c3c(=O)n(Cc4ccccn4)cnc3c2c1	-22	-2	/	-1.9	2	-24	-3	3	5	-8
CC(c1ccccc1)N1CCn2c(nc3cc(NC(=O)NC4CCCCC4)ccc32)C1 (stereo not drawn)	-4	-5	-1	0.9	/	25	1	3	5	/
Cn1cccc1Cc1nnc(SCC(=O)Nc2cccc(F)c2)n1-c1ccc(F)cc1	6	1	-5	1.9	-8	10	-3	/	4	21
Cc1ccc(NC(=O)CN(C)C(=O)COC(=O)c2nc3nccc(C)n3n2)cc1	6	0	-3	-2.8	4	-8	-10	-2	/	-3

(list continues)
SMILES	PvdQ inh	V-ATPase pHluor	Wnt bcat act	CDK5 p35 inh	HTR5A ag	SR-BI DiI inh	dFosB activator	NSD2 inh	MITF act	HTR5A inv ctr
Cc1ccccc1NC(=O)CCN1CCCC1	2	3	-1	0.3	-6	-17	5	-2	-9	17
CCCN(CC(=O)Nc1ccccc1C)C(=O)c1ccc(S(=O)(=O)N2CCC(C)CC2)cc1	-7	4	-2	-0.2	-3	9	-16	-1	-6	6
Cc1ccc(CNC(=O)c2ccc(Cl)c(S(=O)(=O)N3CCCCC3)c2)cc1	5	-2	0	-1.0	-6	14	0	1	-4	14
CN1C(=O)C(C)(C)c2cc(S(=O)(=O)NCC3CCC(C(=O)NCc4ccccc4)CC3)ccc21 (stereo not drawn)	-10	1	-1	1.6	-6	25	-1	/	-1	16
COc1ccc(N(CCC#N)S(=O)(=O)c2ccc(Cl)cc2)cc1	-7	-9	/	1.3	-1	-6	-12	-4	-10	-14
Cc1ccc(N(C(=O)c2ccncc2)C2C=CS(=O)(=O)C2)cc1 (stereo not drawn)	1	-3	1	1.9	1	-8	7	/	1	-3
COc1ccc(OC)c2c1sc(=NC(=O)C(C)C)n2C	1	1	-5	0.4	7	-3	-1	/	/	-21
O=C(NC(=S)NNC(=O)c1ccccc1O)c1cccs1	10	-1	-6	0.1	5	114*	3	1	-3	-12
Cc1ccc(C(=O)N/C(=C\c2cn(C)c3ccccc23)C(=O)NCCCN2CCOCC2)cc1	0	-3	0	0.5	-2	-3	-9	0	-7	0
O=C(O)/C=C/C(=O)NC1CC1	-12	3	0	-1.9	-3	-28	3	-2	-9	24

15 entries from above, with bars between the fields:
Compound | PvdQ inh | V-ATPase pHluor | Wnt bcat act | CDK5 p35 inh | HTR5A ag | SR-BI DiI inh | dFosB activator | NSD2 inh | MITF act | HTR5A inv ctr
CC1CC1C(=O)OCC(=O)NCc1ccccc1Cl (stereo not drawn) | -13 | -3 | -2 | -0.1 | -3 | -9 | 5 | -5 | 5 | -7
Cc1ccc2[nH]c3c(=O)n(Cc4ccccn4)cnc3c2c1 | -22 | -2 | / | -1.9 | 2 | -24 | -3 | 3 | 5 | -8
CC(c1ccccc1)N1CCn2c(nc3cc(NC(=O)NC4CCCCC4)ccc32)C1 (stereo not drawn) | -4 | -5 | -1 | 0.9 | / | 25 | 1 | 3 | 5 | /
Cn1cccc1Cc1nnc(SCC(=O)Nc2cccc(F)c2)n1-c1ccc(F)cc1 | 6 | 1 | -5 | 1.9 | -8 | 10 | -3 | / | 4 | 21
Cc1ccc(NC(=O)CN(C)C(=O)COC(=O)c2nc3nccc(C)n3n2)cc1 | 6 | 0 | -3 | -2.8 | 4 | -8 | -10 | -2 | / | -3
Cc1ccccc1NC(=O)CCN1CCCC1 | 2 | 3 | -1 | 0.3 | -6 | -17 | 5 | -2 | -9 | 17
CCCN(CC(=O)Nc1ccccc1C)C(=O)c1ccc(S(=O)(=O)N2CCC(C)CC2)cc1 | -7 | 4 | -2 | -0.2 | -3 | 9 | -16 | -1 | -6 | 6
Cc1ccc(CNC(=O)c2ccc(Cl)c(S(=O)(=O)N3CCCCC3)c2)cc1 | 5 | -2 | 0 | -1.0 | -6 | 14 | 0 | 1 | -4 | 14
CN1C(=O)C(C)(C)c2cc(S(=O)(=O)NCC3CCC(C(=O)NCc4ccccc4)CC3)ccc21 (stereo not drawn) | -10 | 1 | -1 | 1.6 | -6 | 25 | -1 | / | -1 | 16
COc1ccc(N(CCC#N)S(=O)(=O)c2ccc(Cl)cc2)cc1 | -7 | -9 | / | 1.3 | -1 | -6 | -12 | -4 | -10 | -14
Cc1ccc(N(C(=O)c2ccncc2)C2C=CS(=O)(=O)C2)cc1 (stereo not drawn) | 1 | -3 | 1 | 1.9 | 1 | -8 | 7 | / | 1 | -3
COc1ccc(OC)c2c1sc(=NC(=O)C(C)C)n2C | 1 | 1 | -5 | 0.4 | 7 | -3 | -1 | / | / | -21
O=C(NC(=S)NNC(=O)c1ccccc1O)c1cccs1 | 10 | -1 | -6 | 0.1 | 5 | 114* | 3 | 1 | -3 | -12
Cc1ccc(C(=O)N/C(=C\c2cn(C)c3ccccc23)C(=O)NCCCN2CCOCC2)cc1 | 0 | -3 | 0 | 0.5 | -2 | -3 | -9 | 0 | -7 | 0
O=C(O)/C=C/C(=O)NC1CC1 | -12 | 3 | 0 | -1.9 | -3 | -28 | 3 | -2 | -9 | 24
